Screens deposited in PubChem BioAssay by several laboratories.
T cell HTS: T cell immune modulation candidate; actives 0.068% (n = 330,000); calls only at 7 µM; 2C CD8+ T cell-vesicle binding, flow cytometry; active compounds read low; AID 2052;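 active = response, share of CD8 T cells binding vesicles, and their 90th percentile fluorescence all below set limits, cut at about 80% in these data, passing the limit was not always enough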
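Assay system: 2C TCR transgenic mouse naive CD8+ T cells, MACS-purified | Read-out: CD8+ gate FL2 mean fluorescence as % of same-row positive control | Signal: High-throughput flow cytometry with anti-B7-1 and anti-CD8 staining | Timing: Binding step 1.5 h, 37 °C, antibody labelling 20 min, ice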
MgcRacGAP inhibition: MgcRacGAP GTPase-activating activity inhibitors, confirmation, biochemical, ADP Hunter fluorescence. AID 624330. MgcRacGAP-stimulated Rac1 GTP hydrolysis, ADP Hunter fluorescence; higher % means a stronger effect; GST-tagged Rac1 F28L mutant substrate. inhibition, % at 30 µM; hits with a dose series show IC50 in µM. actives 0.6% (n = 340,000);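 active = first-screen hits whose inhibition reached a set limit at any dose in the follow-up dose series; inconclusive = inhibition above the set first-screen limit but never retested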;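 also: fluorescence reports GDP produced by GAP-driven GTP hydrolysis; strong numbers were not always called active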
NTR1 agonist: NTR1-driven beta-arrestin-GFP spot formation – imaging, U2OS cells, high content, primary screen (AID 493036); agonist mode; actives 0.17% (n = 330,000); activation, % at 20 µM;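 active = activation at or above 40% of the spot to cytoplasm intensity ratio, with at least 20 cells analyzed; inconclusive = wells under 20 cells, flagged as cytotoxic or low count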;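 also: 0% = DMSO without peptide and 100% = 100 nM NTR1 peptide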
Target sequence (P30989 whole entry, looked up): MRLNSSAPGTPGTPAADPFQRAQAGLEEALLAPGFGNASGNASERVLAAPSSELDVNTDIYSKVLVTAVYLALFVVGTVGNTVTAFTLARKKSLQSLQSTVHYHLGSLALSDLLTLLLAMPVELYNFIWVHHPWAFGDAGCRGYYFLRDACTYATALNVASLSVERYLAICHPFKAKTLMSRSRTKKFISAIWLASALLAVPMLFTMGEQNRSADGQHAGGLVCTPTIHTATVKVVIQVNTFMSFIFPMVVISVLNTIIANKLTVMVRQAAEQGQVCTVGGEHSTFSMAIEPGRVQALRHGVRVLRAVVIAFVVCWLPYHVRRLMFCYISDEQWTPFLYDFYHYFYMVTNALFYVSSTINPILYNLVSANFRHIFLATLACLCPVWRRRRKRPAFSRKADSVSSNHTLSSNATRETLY
T cell HTS vesicle-bound %: recorded beside T cell HTS, whose call it bears; double positive events, %; measured here: CD8+ vesicle-bound cell fraction;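 binding gate set so that unloaded-vesicle control wells show 10% double positive cells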
NTR1 agonist cell count 20 µM: recorded beside NTR1 agonist, whose call it bears; cell count; measured here: cell count, cytotoxicity flag
Starred values were filed as active, the others as inactive; i = inactive; u = inconclusive.

SMILES | T cell HTS | T cell HTS vesicle-bound % | MgcRacGAP inhibition | NTR1 agonist | NTR1 agonist cell count 20 µM
O=C(Cc1cccc(NC(=O)C2CCN(C(=O)CCc3ccccc3)CC2)c1)Nc1cccc(C(=O)N2CCCC2)c1 | i | 21.5 | 8.0% | 0.2 | 44
CCCc1cc(=O)[nH]c(SCC(=O)Nc2ccc(N3CCCCC3)cc2)n1 | i | 13.4 | 6.2% | -0.3 | 68
Cc1cccc(C(C)C)c1NC(=O)COC(=O)c1cc2ccccc2oc1=O | i | 27.3 | 4.0% | -0.3 | 94
COc1ccccc1N1CCN(C(=O)c2cn(Cc3ccccc3)nc2-c2cccnc2)CC1 | i | 33.1 | 3.0% | 3.0 | 54
C=CCN(CC=C)Cc1c(O)ccc2c1oc(=O)c1ccccc12 | i | 9.1 | 8.9% | 1.6 | 40
COc1ccc(C(=O)Nc2cccc(S(=O)(=O)NC3=NCCC3)c2)cc1OC | i | 36.3 | 0.7% | 0.8 | 55
COc1ccc(C(=O)OCC(=O)c2ccc3c(c2)NC(=O)CO3)cc1[N+](=O)[O-] | i | 52.8 | -2.7% | 4.6 | 44
CN(C(=O)CSc1cccc[n+]1[O-])C1CCCCC1 | i | 33.6 | 2.8% | 0.0 | 73
O=C(O)COc1ccccc1C=NNC(=O)c1ccccc1NS(=O)(=O)c1cccs1 | i | 57.0 | 5.9% | 2.6 | 54
CCN(c1ccccc1)S(=O)(=O)c1ccc(OC)c(NC(=O)C2CC2)c1 | i | 14.5 | 7.0% | -0.7 | 63
CSc1ccccc1NC(=O)CN(C)C(=O)COc1cccc2cccnc12 | i | 39.8 | -0.8% | 7.8 | 69
c1coc(CSSCc2ccco2)c1 | i | 15.5 | 49.2% | 1.8 | 52
CCOc1ccccc1OCC(=O)Nc1cc(C)on1 | i | 6.9 | 0.1% | 0.7 | 52
Nn1c(SCC(=O)Nc2ccc3c(c2)CCC3)nnc1C1CC1 | i | 47.6 | 4.8% | 0.7 | 43
O=C(Nc1ccc2c(c1)OCO2)C1CC1 | i | 43.0 | 3.6% | 1.8 | 57
CCOC(=O)C1CCCN(C(=O)c2ccc3[nH]c4c(c3c2)CC(C)CC4)C1 (stereo not given) | i | 22.5 | 6.6% | 0.5 | 62
CCN(C(=O)COC(=O)c1cccnc1)c1cccc2ccccc12 | i | 26.3 | 2.3% | -0.1 | 51
CSCCC(NC(=O)c1ccccc1)C(=O)N1CCN(C(=O)c2ccccc2)CC1 (stereo not given) | i | 41.8 | 3.2% | -0.5 | 43
COc1cc(C(C)=O)ccc1Oc1ccc(S(=O)(=O)N2CCOCC2)cn1 | i | 44.9 | 1.6% | 3.0 | 59
CCC1Nc2ncnc(N3CCOCC3)c2N(Cc2ccc(Cl)cc2)C1=O (stereo not given) | i | 31.1 | 7.0% | 1.4 | 91

Filtered by structure: those above containing an aryl thioether with sulfur outside any ring
SMILES | T cell HTS | T cell HTS vesicle-bound % | MgcRacGAP inhibition | NTR1 agonist | NTR1 agonist cell count 20 µM
CCCc1cc(=O)[nH]c(SCC(=O)Nc2ccc(N3CCCCC3)cc2)n1 | i | 13.4 | 6.2% | -0.3 | 68
CN(C(=O)CSc1cccc[n+]1[O-])C1CCCCC1 | i | 33.6 | 2.8% | 0.0 | 73
CSc1ccccc1NC(=O)CN(C)C(=O)COc1cccc2cccnc12 | i | 39.8 | -0.8% | 7.8 | 69
Nn1c(SCC(=O)Nc2ccc3c(c2)CCC3)nnc1C1CC1 | i | 47.6 | 4.8% | 0.7 | 43

Of the compounds above, these contain two or more sulfur atoms.
SMILES | T cell HTS | T cell HTS vesicle-bound % | MgcRacGAP inhibition | NTR1 agonist | NTR1 agonist cell count 20 µM
O=C(O)COc1ccccc1C=NNC(=O)c1ccccc1NS(=O)(=O)c1cccs1 | i | 57.0 | 5.9% | 2.6 | 54
c1coc(CSSCc2ccco2)c1 | i | 15.5 | 49.2% | 1.8 | 52

Further records follow.
SMILES | T cell HTS | T cell HTS vesicle-bound % | MgcRacGAP inhibition | NTR1 agonist | NTR1 agonist cell count 20 µM
Cc1ccccc1C(=O)NCC(=O)NC1CC1 | i | 28.6 | -0.6% | -0.9 | 64
Nc1nnc(SCC(=O)Nc2nnc(-c3ccccc3)o2)s1 | i | 44.3 | 5.7% | 5.1 | 81
CC(=O)c1cccc(OCC(=O)N(C)CC(=O)NCc2ccco2)c1 | i | 47.2 | 22.9% | 2.0 | 69
CC(=O)Nc1ccc(S(=O)(=O)NCCC(=O)NCCCc2ccccc2)cc1 | i | 27.6 | 2.4% | 2.8 | 59
CC1CCCC(NC(=O)CN2CCN(S(=O)(=O)c3cccs3)CC2)C1C (stereo not given) | i | 2.7 | 9.3% | 0.8 | 43
COc1ccc(NC(=O)COC(=O)CN2C(=O)NC(C)(C)C2=O)cc1 | i | 23.7 | 3.0% | 8.6 | 56
CC(=O)Nc1ccc(S(=O)(=O)NCCC(=O)N2CCC(Cc3ccccc3)CC2)cc1 | i | 28.1 | -1.0% | -0.8 | 60
Cc1cc(C)c(NC(=O)CSc2nc3ccc(NC(=O)CSc4nnnn4Cc4ccccc4)cc3s2)c(C)c1 | i | 46.9 | 3.0% | -0.1 | 85
COc1ccc2cc(C=O)n(C)c2c1 | i | 22.8 | 8.3% | 1.5 | 62
Nn1c(SCC(=O)Nc2nccs2)nnc1-c1cccnc1 | i | 4.8 | 5.0% | -0.9 | 53
CN(CC(=O)Nc1ccccc1Cl)C(=O)c1ccc(N2CCCCCC2)c([N+](=O)[O-])c1 | i | 42.5 | -6.1% | 1.7 | 52
C=CCn1c(SCC(=O)c2ccc(O)c(O)c2)nnc1-c1cccc(OC)c1 | i | 51.4 | 77.7µM* | 0.1 | 45
Cc1c(NC(=O)COC(=O)/C=C/c2cccc(Br)c2)c(=O)n(-c2ccccc2)n1C | i | 23.3 | 2.6% | -0.1 | 53
Cc1ccc(S(=O)(=O)N2CCCCC2)cc1NC(=O)Cc1cccs1 | i | 49.4 | 6.4% | -0.9 | 66
COc1ccc(S(=O)(=O)Nc2ccc3c(c2)C(=O)N([C@H](C)CO)C[C@H](C)[C@@H](CN(C)C(=O)Nc2ccccc2)O3)cc1 | i | 16.1 | 4.6% | 1.0 | 49
O=C(COC(=O)c1ccccc1C(F)(F)F)NC(=O)NCc1ccco1 | i | 55.3 | 5.2% | 0.4 | 48
Cc1cnc(C(=O)OCC(=O)N2CC(C)CC(C)C2)cn1 (stereo not given) | i | 25.4 | -0.1% | 2.7 | 63
CC(C)(C)c1ccc(C(=O)NCC(=O)NCc2ccccn2)cc1 | i | 30.3 | 1.0% | -1.1 | 55
CC(C)C(=O)Nc1ccc(C(=O)CSc2nnc(C3CC3)n2C2CC2)cc1 | i | 31.5 | 4.4% | 1.4 | 43
CC1CCCN(C(=O)CNC(=O)c2cccs2)C1 (stereo not given) | i | 30.2 | 1.5% | 1.1 | 60
CC[C@@]1(C(=O)OC)N[C@H](CN(C)C(=O)c2ccccc2)[C@@H]2C(=O)N(C)C(=O)[C@@H]21 | i | 13.9 | 3.8% | 1.9 | 60
CN1C[C@@H]2[C@@H]3C(=O)N(Cc4ccccc4)C(=O)[C@@H]3[C@](C)(C1=O)N2C(=O)c1ccc(Cl)cc1 | i | 6.8 | 9.6% | -1.0 | 46
CCCCCN(C(=O)COC(=O)c1ccc(C)cc1)c1c(N)n(CCCC)c(=O)[nH]c1=O | i | 13.7 | 4.5% | 2.4 | 64
COc1ccc(C(=O)NNC(=O)c2cccc(S(=O)(=O)N3CCOCC3)c2)cc1 | i | 44.8 | -0.8% | 0.2 | 60
Cc1c(C(=O)N2CCN(c3ncccn3)CC2)oc2ccc(F)cc12 | i | 32.8 | 4.4% | 1.4 | 61
Cc1cnc(C(=O)OCc2cc(=O)n3c(C)cccc3n2)cn1 | i | 38.1 | 9.2% | 0.1 | 47
CN(C)N(C(=O)c1cc(-c2cccs2)nn1-c1ccccc1)C1CCS(=O)(=O)C1 (stereo not given) | i | 41.2 | 2.5% | 2.6 | 71
Cc1ccc([C@H]2C(C(=O)O)=C[C@@H](CC3CCCC3)N2S(=O)(=O)c2ccc(C)cc2)cc1 | i | 15.9 | 1.3% | 5.4 | 52
COc1cccc(NC(=O)COC(=O)C2CC3CCCC(C2)C3=O)c1 (stereo not given) | i | 33.2 | 2.0% | -0.3 | 107
O=C(c1cc(-c2ccccc2)nc2ccccc12)N1CCN(C2CCS(=O)(=O)C2)CC1 (stereo not given) | i | 39.6 | -1.0% | -1.6 | 57
C[C@H](CO)N1C[C@H](C)[C@@H](CN(C)Cc2ccccc2)Oc2c(NS(=O)(=O)c3ccc(F)cc3)cccc2C1=O | i | 12.5 | 8.8% | 1.3 | 54
COc1cccc(C(=O)OCC(=O)Nc2ccc(N3CCOCC3)cc2)c1 | i | 33.5 | 2.1% | 4.4 | 52
Cc1onc(-c2c(F)cccc2Cl)c1C(=O)OCC(=O)NCc1ccccc1 | i | 46.0 | 5.2% | 1.6 | 59
CCOC(=O)c1[nH]c(C)c(/C(O)=C2\C(=O)C(=O)N(CCCN(CC)CC)C2c2cccnc2)c1C (stereo not given) | i | 51.8 | 3.2% | -0.7 | 64
CCCNC(=O)N1CCN(S(=O)(=O)c2ccc(C)c(C)c2)CC1 | i | 29.3 | 2.4% | -0.2 | 63
O=C1OC(c2ccccc2)=N/C1=C/c1cccc(OC(=O)c2cccs2)c1 | i | 53.7 | 9.1% | 3.5 | 55
CS(=O)(=O)c1ccc(Cl)c(C(=O)Nc2ccc3nc(N4CCOCC4)sc3c2)c1 | i | 53.6 | 7.9% | 0.4 | 43
CCC1(c2ccccc2)NC(=O)N(CC(=O)NC2CCCCCC2)C1=O (stereo not given) | i | 38.7 | 1.0% | 3.4 | 52
C[C@H](CO)N1C[C@H](C)[C@@H](CN(C)Cc2ccc(Oc3ccccc3)cc2)Oc2c(NS(=O)(=O)c3cn(C)cn3)cccc2C1=O | i | 48.3 | 3.1% | -1.7 | 59
CCC1(c2ccc(C)cc2)NC(=O)N(C(C)C(=O)Nc2ccc(N3CCOCC3)cc2)C1=O (stereo not given) | i | 26.3 | 3.8% | -1.1 | 64
COc1ccc(S(=O)(=O)N(C)C)cc1NC(=O)COC(=O)C1CC1 | i | 35.7 | 2.9% | 1.7 | 61
O=P(O)(OCc1ccccc1)OCc1ccccc1 | i | 30.7 | 4.8% | 1.7 | 52
O=C(Cn1ccccc1=O)Nc1ccc(Cl)c(S(=O)(=O)N2CCCCC2)c1 | i | 47.0 | 1.7% | -1.3 | 90
CN(C)S(=O)(=O)c1ccc(F)c(C(=O)Nc2ccccc2C(=O)NC2CC2)c1 | i | 30.1 | 1.5% | -0.4 | 59
Cc1ccc(S(=O)(=O)Nc2ccc3c(c2)CC(=O)N([C@H](C)CO)C[C@H](C)[C@H](CN(C)Cc2ccc4c(c2)OCO4)O3)cc1 | i | 15.3 | 5.0% | 5.8 | 71
COc1ccc(O)cc1 | i | 7.8 | u | 2.0 | 92
Nc1cc2c(cc1Cl)N(Cc1ccccc1)C(=O)CO2 | i | 41.8 | 4.0% | -1.4 | 57
CCCCOC(=O)Cn1c(=N)n(CCN2CCOCC2)c2ccccc21 | i | 43.6 | -0.3% | 0.1 | 74
CC(C)(C)OC(=O)C[C@H]1C/C=C\C[C@@H](CC(=O)N[C@H](CO)Cc2ccccc2)C(=O)NC[C@@H](c2ccccc2)OC1=O | i | 12.2 | 5.0% | 3.8 | 51
COc1ccc(CNC(=O)c2cc(S(=O)(=O)N3CCCCC3)ccc2Cl)cc1OC | i | 43.9 | 4.9% | 1.1 | 61
Cc1cccc(C)c1NC(=O)CNC(=O)COC(=O)c1ccc(Cl)s1 | i | 37.5 | 0.0% | -1.0 | 26
CC1CCCCC12NC(=O)N(CC(=O)OCc1ccc(Br)cc1)C2=O (stereo not given) | i | 30.8 | 2.6% | 4.2 | 94
O=C(NCCCN1CCCC1=O)c1ccc(Cl)c(S(=O)(=O)N2CCCCC2)c1 | i | 41.6 | -1.5% | -2.2 | 58
COCCOC(=O)c1c(NC(=O)COC(=O)c2ccc(C)o2)sc(C(N)=O)c1C | i | 39.1 | 5.0% | 3.4 | 91
COCCN=C(NS(=O)(=O)c1cccs1)c1ccccc1Cl | i | 51.4 | 6.2% | -2.3 | 48
CCc1nnc(NC(=O)c2oc3ccc(Br)cc3c2C)s1 | i | 54.9 | 7.4% | 2.8 | 61
Cc1csc(CNc2ncnc3ccc(-c4ccoc4)cc23)c1 | i | 54.2 | 11.3% | 1.0 | 58
Cc1noc(NS(=O)(=O)c2ccc(NC(=O)c3ccc(N(C)C)cc3)cc2)c1C | i | 22.1 | 4.2% | 1.8 | 65

This is a subset. The share of hits here may be higher or lower than overall.
